AID inhibitor – Primary qHTS assay for inhibitors of Activation Induced Cytidine Deaminase (AID): AID signal; Single-stranded DNA cytosine deaminase (Homo sapiens), Q9GZX7; AID deamination FRET fluorescence, UDG-coupled, 4 h; Potency, µM (highest dose often 115 µM), for the others: at the top dose activity change, negative = inhibition, usual class: inhibitors; 91,000 compounds, 0.32% hits; further: nearly all actives have a fitted effect of over 25% in size
Target sequence (Q9GZX7 whole entry, looked up): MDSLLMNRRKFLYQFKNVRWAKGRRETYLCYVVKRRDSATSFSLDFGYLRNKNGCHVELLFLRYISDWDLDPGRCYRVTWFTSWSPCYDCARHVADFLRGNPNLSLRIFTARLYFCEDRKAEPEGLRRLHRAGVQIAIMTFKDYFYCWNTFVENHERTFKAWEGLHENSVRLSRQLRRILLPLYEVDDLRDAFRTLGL
UDG counter – Primary qHTS assay for inhibitors of Activation Induced Cytidine Deaminase (AID): UDG Counterscreen signal; Uracil-DNA glycosylase; FRET deamination/UDG coupled assay, UDG read, 4 h; Potency, µM (highest dose often 115 µM), for the others: at the highest dose activity change, negative = inhibition, usual class: inhibitors; 91,000 compounds, 0.14% hits; further: nearly all actives have a fitted effect of over 65% in size
Starred values were filed as active, the others as inactive; ? = inconclusive; & = joins results of further samples; [ ] = another dose, or the depositor's remark. The call rests on the fitted dose curve; in most records, active means well fitted curve in the direction sought with a large enough effect; inconclusive means small, poorly fitted or top-dose-only effect, or another doubt; inactive means no such curve, though single readings can be large; an effect the other way counts as inactive or inconclusive. On the % scale 0 is the no-effect control and ±100 the full control effect; potency means the concentration at half of the fitted maximal effect.

SMILES | AID inhibitor | UDG counter
Cc1cc2c(cc3c(=O)n(CC(=O)NCc4ccccc4Br)ncn32)s1 | 6% | 3%
N#Cc1ccc(Cl)cc1NC(=S)NCCc1ccccc1 | -9% | 0%
O=C1CN(C(=O)c2ccc(S(=O)(=O)N3CCCC3)cc2)C(c2ccccc2)c2cc(F)ccc2N1 (stereo not drawn) | -13% | -2%
COc1ccc2nc(/C=C/c3cccc(O)c3)sc2c1 | 9% | -10%
CCCSc1ncc(Cl)c(C(=O)NCc2ccc(OC)cc2)n1 | -4% | -3%
COc1ccc(C)cc1NC(=O)C(=O)c1cn(CC(=O)N2CCOCC2)c2ccccc12 | 6% | 9%
COc1ccc(N(CC(=O)NC(C)c2ccccc2)S(=O)(=O)c2c(C)noc2C)cc1 (stereo not drawn) | ? | -4%
Cc1ccc2nc(Cl)c3cc(C(=O)NC(C)CCc4ccccc4)sc3c2c1 (stereo not drawn) | -13% | -11%
Cc1cc(C(c2ccc(Cl)cc2Cl)N2CCOCC2)c(NC(=O)c2ccco2)s1 (stereo not drawn) | 5% | 3%
Cc1ccc(-n2ncc(C(=O)NCCN3CCc4ccccc4C3)c2C2CCN(C(=O)OC(C)(C)C)CC2)cc1 | ? | 34%[activator]
CC(C)(C)c1ccc(/C=C/C(=O)N[C@@H]2C[C@H]3CC[C@@H]2C3)cc1 | -9% | 1%
Cc1ccc(S(=O)(=O)Nc2ccc3c(c2)CCCN3C(=O)c2cccs2)cc1 | -2% | 18%
COc1cc(NC(=O)c2cc(-c3ccccc3O)no2)cc(OC)c1OC | 20% | -4%
Cc1ccccc1C(=O)OCC1CCC[N+]2(C)CCCCC12 (stereo not drawn) | 6% | -2%
Cc1cc(=O)oc2cc(NC(=O)Cc3ccccc3)ccc12 | -4% | 2%
Nc1ncc(S(=O)(=O)Nc2ccc(OC(F)(F)F)cc2)cn1 | 13% | 1%
O=C(CSc1nccn2nc(-c3cccc4ccccc34)cc12)NCc1ccc(F)cc1 | -16% | -19%
Fc1ccccc1CNCCN1CCCC1 | 2% | 1%
CC(O)CNS(=O)(=O)c1cc(Cl)c(Cl)cc1Cl (stereo not drawn) | -7% | -2%
COc1ccc(CNC(=O)Cn2ncc3c(=O)oc4ccc(C)cc4c32)c(OC)c1 | -6% | ?
Cc1ccccc1CNC(=O)CCCn1nc(C)c2sc3ccccc3c2c1=O | 7% | 61%[activator]
Cc1cccc(NC(=O)CN2CCN(CCc3ccccc3)CC2)c1 | 2% | -3%
CCc1ccc2c(c1)NC(c1ccc(C)cc1)=NC(c1cccs1)=N2 | -19% | -13%
COCCCNCCSc1ccc(Cl)cc1 | 2% | 0%
O=C(NC1CC1)c1cc(-c2ccc3c(c2)OCCO3)nc2ccccc12 | -10% | -13%
COc1ccc(-n2nnc(-c3nsc(NC(=O)c4cccs4)n3)c2C)cc1OC | -22% | 9%
Cc1cc(C)c2oc(C(=O)Nc3ccc(S(=O)(=O)Nc4nccc(C)n4)cc3)cc(=O)c2c1 | -17% | -11%[57.5 µM]
CC1=C(C(=O)N2CCN(c3cccc(C)c3C)CC2)C2(CCCCC2)OC1=O | -8% | -4%
COc1ccc(CC(=O)NC(c2cccs2)C(C)C)c(OC)c1OC (stereo not drawn) | -1% | -4%
Cc1cc(C)c(NC(=O)CC(C)(C)CC(=O)O)c(C)c1 | 4% | 4%

As a working copy, some entries already given.
SMILES | AID inhibitor | UDG counter
Nc1ncc(S(=O)(=O)Nc2ccc(OC(F)(F)F)cc2)cn1 | 13% | 1%
O=C(CSc1nccn2nc(-c3cccc4ccccc34)cc12)NCc1ccc(F)cc1 | -16% | -19%
Fc1ccccc1CNCCN1CCCC1 | 2% | 1%
CC(O)CNS(=O)(=O)c1cc(Cl)c(Cl)cc1Cl (stereo not drawn) | -7% | -2%
COc1ccc(CNC(=O)Cn2ncc3c(=O)oc4ccc(C)cc4c32)c(OC)c1 | -6% | ?
Cc1ccccc1CNC(=O)CCCn1nc(C)c2sc3ccccc3c2c1=O | 7% | 61%[activator]
Cc1cccc(NC(=O)CN2CCN(CCc3ccccc3)CC2)c1 | 2% | -3%
CCc1ccc2c(c1)NC(c1ccc(C)cc1)=NC(c1cccs1)=N2 | -19% | -13%
COCCCNCCSc1ccc(Cl)cc1 | 2% | 0%
O=C(NC1CC1)c1cc(-c2ccc3c(c2)OCCO3)nc2ccccc12 | -10% | -13%
COc1ccc(-n2nnc(-c3nsc(NC(=O)c4cccs4)n3)c2C)cc1OC | -22% | 9%
Cc1cc(C)c2oc(C(=O)Nc3ccc(S(=O)(=O)Nc4nccc(C)n4)cc3)cc(=O)c2c1 | -17% | -11%[57.5 µM]
CC1=C(C(=O)N2CCN(c3cccc(C)c3C)CC2)C2(CCCCC2)OC1=O | -8% | -4%
COc1ccc(CC(=O)NC(c2cccs2)C(C)C)c(OC)c1OC (stereo not drawn) | -1% | -4%
Cc1cc(C)c(NC(=O)CC(C)(C)CC(=O)O)c(C)c1 | 4% | 4%

Continued:
SMILES | AID inhibitor | UDG counter
CCc1ccc(CN(Cc2ccco2)c2cnc(S(C)(=O)=O)nc2C(=O)Nc2cccc(C)c2)cc1 | ? | -25%
CC(=O)c1ccc(NC(=O)Cc2c(C)c3ccc(O)cc3oc2=O)cc1 | -16% | 1%
COC(=O)Oc1ccc2c(=O)c(Oc3ccc(C)cc3)coc2c1 | 4% | -6%
COc1ccc(N2CCN(Cc3nc4c(c(=O)[nH]c(=O)n4C)n3Cc3ccc(Cl)cc3)CC2)cc1 | 18% | -2%[57.5 µM]
CC(=O)N1CCC2(CC1)OC(=O)C(C)=C2C(=O)NCCN1CCCC1 | 14% | 2%
Cc1cc2c(cc3c(SCc4ccccc4Cl)nnc(C)n32)o1 | ? | 6%
NC(=O)c1cccc(OCc2coc(-c3cccc(F)c3)n2)c1 | -1% | -9%
N#C/C(=C/c1ccccc1OC(F)(F)F)c1ccccn1 | 26% | -7%
N#CCCN1CCCC1CCc1ccccc1 (stereo not drawn) | 2% | -2%
CN(C)c1ccc(CNC(=O)c2cc3cc(S(=O)(=O)N4CCCCC4)ccc3n2C)cc1 | 4% | -15%
COc1ccc2c(Sc3ccccc3)c(C(=O)NCc3ccc(OC(C)C)cc3)[nH]c2c1 | 1% | 9%
Cc1ccn2c(c1)nc(=O)c1cc(S(=O)(=O)N3CCCCC3)ccc12 | -5% | -10%
N#Cc1nc(/C=C/c2cccs2)oc1N1CCCCCC1 | -21% | -16%
CCc1cccc(NC(=O)c2oc3ccc4c(c3c2C)C(=O)CC(C)(C)O4)c1 | -9% | 5%
O=S(=O)(NCC(c1ccco1)S(=O)(=O)c1cccs1)c1ccc(F)c(C(F)(F)F)c1 (stereo not drawn) | 10% | -8%
Cc1ccc(C(=O)Nc2ccccc2NS(=O)(=O)c2cccs2)cc1[N+](=O)[O-] | 66%[activator] | -9%
COCCN(CCOC)C(=O)c1cc(-c2ccc(C)cc2)nc2ccccc12 | 4% | 8%
CCN1C2=C(C(=O)CC(C)(C)C2)C(c2ccc(O)cc2)C2=C1CC(C)(C)CC2=O | 0% | -1%
N#Cc1ccc(OC(=O)Cc2ccc(F)cc2)cc1 | -2% | 7%
Cc1ccc(Cn2c(=O)c3ccccc3n3c(-c4cccc(O)c4)nnc23)cc1 | 21% | -5%
COc1ccc(OC)c(CNC(=O)c2cccc(NC(=O)N3CCSc4ncccc43)c2)c1 | 5% | 1%
COc1ccc(COc2ccc3c(C)cc(=O)oc3c2)cc1 | -9% | -1%
Cc1nc(-c2c(Cl)cccc2Cl)sc1C(=O)N[C@H](C(=O)O)C(C)C | -25% | -8%
Cc1ccc2c(c1)c1c(c(=O)n(-c3ccccc3)c(=O)n1CC(=O)N1CCCC1)n2C | 28% | 8%
CCc1cc(C(=O)N2CCCC2c2ccc(C)cc2)no1 (stereo not drawn) | -2% | -2%
CC(OC(=O)c1cccc(S(=O)(=O)N2CCCCC2)c1)C(=O)N1CCc2ccccc21 (stereo not drawn) | -8% | -10%
CCOC(=O)c1ccc(OCC2c3cc(OC)c(OC)cc3CCN2C(=O)Cc2ccc(F)cc2)cc1 (stereo not drawn) | ? | -20%
Cc1cccc(Cn2c(SCc3ccc(C(=O)NCc4cccs4)cc3)nc3cccnc32)c1 | -9% | 3%
COc1ccc(CNC(=O)CCCN2C(=O)c3cccnc3Oc3ccc(Cl)cc32)cc1 | -23% | -12%
COC(=O)c1ccccc1NC(=O)c1cc(-c2ccccc2O)no1 | 2% | -3%
Cc1cc(C(=O)Cn2cnc3c2c(=O)n(C)c(=O)n3C)c(C)n1C | 5% | 4%
C=CCNCc1c(OCC)ccc2ccccc12 | -3% | -2%
COc1ccc(S(=O)(=O)Oc2ccc3c(c2)O/C(=C\c2ccc(OC)c(OC)c2OC)C3=O)cc1 | -17% | -5%
CCC(C)NC(=O)CSc1nc(-c2ccc(F)cc2)cc(C(F)(F)F)n1 (stereo not drawn) | 10% | -3%
Cc1ccc(C)c(N2CCN(c3nc4ccccc4c(=O)n3-c3ccccc3)CC2)c1 | 9% | -9%[57.5 µM]
Cc1cc(=O)oc2cc(OC(C)C(=O)NCCCn3ccnc3)ccc12 (stereo not drawn) | 0% | 5%
COC(=O)c1ccccc1NC(=O)Cn1c(=O)n(CCCC(=O)NCCc2ccc(OC)c(OC)c2)c(=O)c2ccccc21 | 36% | -12%
ClC(=C\c1ccccc1)/C=N/N1CCN(Cc2ccc(Cl)cc2)CC1 | -6% | -3%
CC(C)CNC(=O)C(Cc1ccccc1)NC(=O)c1ccccc1 (stereo not drawn) | 1% | 8%
COc1cccc(/C=C/C(=O)C23CC4CC(CC(C4)C2)C3)c1OC | -15% | -1%
CCOc1ccc(Cn2nnc3c(=O)[nH]c(C4CCN(C(=O)c5ccccc5)CC4)nc32)cc1 | ? | -9%
Cc1ccc(-n2ncc3c(NCCCc4ccccc4)ncnc32)cc1C | 11% | 23%
CNc1ccc(OC(F)(F)F)cc1 | 31%[activator] | -10%
O=C(NCc1ccc(CN2CCCCC2)cc1)c1ccc(C(F)(F)F)nc1 | -6% | -3%
COc1cc(NC(=O)Nc2nnc(N3CCCCCC3)s2)cc(OC)c1 | -1% | -1%
COc1ccc(CCNC(=O)CN2C(=O)COc3ccc(S(=O)(=O)N4CCCCCC4)cc32)cc1OC | 1% | 17%
CC(C)(C)c1ccc(C(=O)NCCCNC(=O)c2cc3ccccc3[nH]2)cc1 | -23% | ?
CCCNC(=O)c1ccc2c(c1)ncn2-c1ccc(C)cc1C | 6% | 7%
COC(=O)CCCNC(=O)CN1CCCCCC1 | 4% | 5%
CCOC(=O)c1cccc(NS(=O)(=O)c2cc3c(cc2C)NC(=O)CO3)c1 | -4% | 11%
Further results follow:
SMILES | AID inhibitor | UDG counter
CC(C)c1ccc(C2=NC(c3ccncc3)=Nc3ccc(F)cc3N2)cc1 | ? | ?
COc1cccc(NC(=O)c2oc3ccc(S(=O)(=O)N4CCC5(CC4)OCCO5)cc3c2C)c1 | -30% | -17%
O=C(Cn1ncc2c3ccccc3n(Cc3ccccc3)c2c1=O)Nc1ccccc1C(F)(F)F | -7% | -4%[57.5 µM]
CCCNC(=O)c1cc(C)c(CC)s1 | -10% | -14%
CCCCNC(=O)c1ccc2c(c1)N(Cc1ccccc1)C(=O)CS2=O (stereo not drawn) | -5% | -9%
O=C(OCC1CC1)c1ccc(-c2ccccc2)cc1 | -2% | 1%
CCOC(=O)c1c(C)sc(-c2c(-c3cccc(Cl)c3)[nH]c3c2c(=O)n(C)c(=O)n3C)c1O | 27% | 18%
CN(C)S(=O)(=O)N(CC(=O)NCCSCc1ccccc1)c1ccccc1 | -11% | -13%
COC(=O)c1cc(Cl)ccc1NC(=O)CSc1ncc(S(=O)(=O)c2ccc(Br)cc2)c(=O)[nH]1 | ? | 0%
Cc1cc2c(s1)CCc1cc(C(=O)NC3CCCCC3)sc1-2 | 8% | -14%
COCC(=O)n1nc(NCc2ccccc2Cl)nc1NCc1ccccc1Cl | -5% | 5%
Cc1c(CCC(=O)NCc2ccc(F)cc2)c(=O)oc2cc(O)ccc12 | -6%&13% | -3%&34%
COc1ccc(NC(=O)C=C(C)C)cc1OC1CCCC1 | -9% | -11%
CCN(CC)CCCNC(=O)c1oc2c(c1C)-c1nn(Cc3ccc(Cl)cc3)cc1CC2 | 83%[activator] | -12%[57.5 µM]
Cc1nc2c(C(=O)NCc3ccccc3)cnn2c(C)c1Cc1ccc(F)cc1 | ? | -22%
CNCCCNCc1ccc(C)s1 | -4% | -4%
Cc1ccc(SCCNC(=O)c2ccc3c(c2)OCCCO3)cc1 | -6% | -18%
Cc1ccoc1C(=O)OCc1ccccc1C#N | 0% | 1%
CC(C)c1ccc(-c2nonc2NC(=O)c2cc(=O)c3ccccc3o2)cc1 | ? | 20%
Cc1ccc(NC(=O)CN(C)S(=O)(=O)c2ccc3c(c2)n(C)c(=O)c(=O)n3C)c(C)c1 | 46%[activator] | 13%
CCc1ccc(/C=C2\Cc3ccccc3C2=O)cc1 | -26% | -12%
CCC(NC(=O)c1ccc[n+]([O-])c1)c1ccc(C)cc1 (stereo not drawn) | 4% | -9%
CCOC(=O)CCC(=O)Nc1nnc2n1CCS2 | 27% | -5%

A portion of the library; rates above refer to the full screens.
